# C diff HTS: blocks growth of Clostridium difficile. AID 1259249. growth activity, negative = inhibition, % at 16 µg/mL (by protocol). 0.25% of 86,000 active. Clostridium difficile clinical isolate growth, OD600, 24 h; hits give low values;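 active means mean growth activity at or below -80% and every replicate also at or below -80%; inconclusive means mean at or below -80% but some replicate above -80%; inactive means mean growth activity above -80%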;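 further: 0% = DMSO wells and -100% = levofloxacin 16 µg/mL wells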
# Pf Dd2 inh: P. falciparum Dd2 growth inhibition. SYBR Green, 72 h; hits give low values. activity change, % at 10 µM. 2.3% of 94,000 active. AID 1159554; in the data active means activity change below about -80%; inconclusive means no clear call, values can overlap the other calls
# KDM4C inh: blocks human GASC-1 (KDM4C) demethylase activity; inhibition, % at 12.5 µM; Q9H3R0; AID 720574; 0.15% of 96,000 active; GST-KDM4C 2-372, H3K9me3 peptide, LANCE TR-FRET;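 active means mean replicate inhibition above about 25%, with at least 55% of replicates also reaching it, limit read from the data, passing the limit was not always enough; inconclusive means only one of those two conditions met; inactive means neither condition met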
# Target sequence (Q9H3R0 2-372 limits assumed): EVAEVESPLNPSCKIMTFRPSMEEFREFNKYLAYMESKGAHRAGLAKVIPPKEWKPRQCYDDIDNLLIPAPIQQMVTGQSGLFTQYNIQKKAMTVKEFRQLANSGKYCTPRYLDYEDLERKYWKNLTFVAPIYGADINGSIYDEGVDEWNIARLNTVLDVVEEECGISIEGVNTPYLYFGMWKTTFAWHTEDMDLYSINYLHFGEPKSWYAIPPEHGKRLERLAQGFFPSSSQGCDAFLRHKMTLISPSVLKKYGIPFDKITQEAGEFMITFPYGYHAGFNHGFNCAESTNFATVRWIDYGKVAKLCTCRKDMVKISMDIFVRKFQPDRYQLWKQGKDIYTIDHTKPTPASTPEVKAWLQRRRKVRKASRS
#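 Test system: N-terminal GST-fused human GASC-1 (KDM4C) fragment, residues 2-372; quantity: GASC-1 enzyme at 10 nM final in reaction; dosing: single dose; schedule: 30 min demethylation and 1 h detection at room temperature; signal: LANCE TR-FRET, excitation 340 nm, emissions 618 and 671 nm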
# Tcruzi prolif: inhibitors of T. cruzi proliferation. T. cruzi beta-gal in NIH3T3, GalScreen luminescence, 90 h. inhibition, % at 8.34 µM. 5.9% of 77,000 active;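 active means mean inhibition above about 93%, with at least 55% of replicates each passing it, limit read from the data, passing the limit was not always enough; inconclusive means only one of those two conditions holds; inactive means neither condition holds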
# Starred values were filed as active, the others as inactive; ? = inconclusive; . = no result given.
# Start of the data: the first 2 entries, to show the layout:
canonical_smiles	C diff HTS	Pf Dd2 inh	KDM4C inh	Tcruzi prolif
Cc1cccc(S(=O)(=O)N2CCCCN3[C@H](CO)[C@H](c4ccc(-c5ccncc5)cc4)[C@H]3C2)c1	-4.4	-61.9	-0.8	110.2*
Cc1noc(C)c1S(=O)(=O)Nc1cccc2c1O[C@@H](CN(C)Cc1ccncc1)[C@@H](C)CN([C@@H](C)CO)C2=O	-3.9	24.7	2.3	20.4

# The whole of this part (from the top)
canonical_smiles	C diff HTS	Pf Dd2 inh	KDM4C inh	Tcruzi prolif
Cc1cccc(S(=O)(=O)N2CCCCN3[C@H](CO)[C@H](c4ccc(-c5ccncc5)cc4)[C@H]3C2)c1	-4.4	-61.9	-0.8	110.2*
Cc1noc(C)c1S(=O)(=O)Nc1cccc2c1O[C@@H](CN(C)Cc1ccncc1)[C@@H](C)CN([C@@H](C)CO)C2=O	-3.9	24.7	2.3	20.4
C/C=C/c1ccc2c(c1)O[C@H](CN(C)Cc1ccncc1)[C@H](C)CN([C@H](C)CO)S2(=O)=O	-0.6	3.0	2.6	71.5
CCCN1C[C@@H](C)[C@H](OC)CN(C)C(=O)c2ccc(NC(=O)COC)cc2OC[C@@H]1C	5.9	.	0.6	-14.3
CC(C)NC(=O)Nc1ccc2c(c1)C(=O)N([C@H](C)CO)C[C@@H](C)[C@@H](CN(C)Cc1ccccc1)OCCCC[C@@H](C)O2	4.5	31.1	4.7	35.6
O=C(C[C@@H]1C[C@H]2c3cc(NC(=O)NC4CCCC4)ccc3O[C@H]2[C@H](CO)O1)NCc1ccccc1F	-1.7	-9.7	-4.0	26.3
COc1ccc2c3c([nH]c2c1)[C@@H](CO)N(C(C)=O)CC31CN(S(=O)(=O)c2ccccc2)C1	-0.7	-26.0	-0.6	.
C[C@H]1CN([C@@H](C)CO)C(=O)c2cc(NC(=O)CCC(F)(F)F)ccc2O[C@@H]1CN(C)Cc1ccc(Cl)c(Cl)c1	-3.0	3.8	0.0	46.1
CCCNC(=O)N1C[C@@H]2[C@H](c3ccccc31)[C@H](CO)N2C(=O)c1ccncc1	-0.5	-5.6	0.6	42.6
O=C(N[C@H]1CC[C@H](CCn2cc(-c3ccccc3)nn2)O[C@@H]1CO)c1ccccc1F	-4.0	-12.4	-0.8	5.1
C[C@H]1CN([C@@H](C)CO)S(=O)(=O)c2ccc(C#Cc3ccncc3)cc2O[C@@H]1CN(C)S(=O)(=O)c1ccc(F)cc1	-2.4	-88.0*	-2.2	98.4
Cc1ccc(S(=O)(=O)Nc2ccc3c(c2)C(=O)N([C@@H](C)CO)C[C@H](C)[C@@H](CN(C)S(C)(=O)=O)OCCCC[C@@H](C)O3)cc1	-8.2	-10.1	0.9	27.0
C[C@@H]1CN([C@@H](C)CO)C(=O)c2cc(NC(=O)CCN3CCOCC3)ccc2O[C@@H]1CN(C)CC1CC1	-0.4	16.8	-4.2	37.1
CO[C@H]1CN(C)C(=O)c2ccc(NC(=O)c3ccccc3)cc2OC[C@H](C)N(C(=O)C2CC2)C[C@H]1C	-3.1	-17.0	0.7	3.2
CN(C)CC(=O)N1[C@@H]2Cn3c(ccc(C4=CCCCC4)c3=O)[C@H]1[C@@H](C(=O)NCC1CC1)[C@@H]2CO	-2.6	.	-2.6	62.5
C[C@@H]1CN([C@H](C)CO)C(=O)Cc2cc(NC(=O)Nc3ccccc3)ccc2O[C@@H]1CN(C)Cc1ccc(-c2ccccc2)cc1	4.5	32.1	-1.4	94.3
CN(C)C(=O)c1cccc(-c2ccc([C@@H]3[C@@H](CO)N4CCCCN(C(=O)C5CCCC5)C[C@H]34)cc2)c1	-12.6	26.3	.	41.7
C[C@H](CO)N1C[C@H](C)[C@H](CN(C)C(=O)Nc2ccccc2)Oc2ccc(NC(=O)CCCN(C)C)cc2C1=O	1.6	11.1	2.8	-9.5
C[C@H]1CN([C@@H](C)CO)C(=O)c2cc(NC(=O)Nc3ccccc3)ccc2O[C@@H]1CN(C)S(=O)(=O)c1ccc(F)cc1	0.9	2.8	-1.6	31.6
C[C@H](CO)N1C[C@H](C)[C@H](CN(C)C(=O)c2ccccc2)Oc2cc(C#C[C@@H](C)O)ccc2S1(=O)=O	-1.3	-6.8	-0.3	20.1
O=C(Nc1ccc(F)cc1)N1C[C@@H]2[C@H](c3ccccc31)[C@@H](CO)N2C(=O)c1ccccc1F	2.7	-30.8	-0.5	-71.9
C[C@@H]1CN([C@@H](C)CO)C(=O)c2cc(NS(=O)(=O)c3ccc(Cl)cc3)ccc2O[C@@H](C)CCCCO[C@@H]1CN(C)Cc1ccc(C(=O)O)cc1	-4.4	-52.6	-0.9	12.4
CC(C)N(C[C@@H]1N[C@@H](CO)[C@H]1c1ccccc1)C(=O)CN1CCOCC1	-6.4	2.2	-2.3	37.1
CCCNC(=O)C[C@@H]1CC[C@H]2[C@@H](COc3ccc(NC(=O)c4ccccc4)cc3C(=O)N2C)O1	-5.4	-3.7	-0.6	6.9
CO[C@H]1CN(C)C(=O)c2ccc(NC(=O)C3CC3)cc2OC[C@H](C)N(C(C)=O)C[C@H]1C	-0.3	13.5	9.4	11.2
CC(C)NC(=O)N(C)C[C@H]1Oc2c(NC(=O)c3ccncc3)cccc2C(=O)N([C@@H](C)CO)C[C@H]1C	-0.6	4.3	0.9	.
CC(C)C#Cc1ccc2c(c1)O[C@@H](CN(C)C(=O)NC(C)C)[C@H](C)CN([C@@H](C)CO)S2(=O)=O	57.9	-11.1	0.6	70.7
COc1ccc(-c2ccc([C@H]3[C@H](CO)N4C(=O)CN(C(=O)c5cccnc5)C[C@@H]34)cc2)cc1	-5.1	14.9	0.2	.
C[C@H](CO)N1C[C@H](C)[C@H](CN(C)C(=O)CC2CC2)Oc2ncc(C#CC(C)(C)O)cc2C1=O	0.1	33.4	3.7	-1.7
CCS(=O)(=O)Nc1ccc2c(c1)C(=O)N(C)C[C@H](OC)[C@@H](C)CN(Cc1nccs1)[C@H](C)CO2	-4.6	18.1	-0.6	-13.5
COc1ccc(NC(=O)Nc2ccc3c(c2)CC(=O)N([C@@H](C)CO)C[C@H](C)[C@@H](CN(C)Cc2ccc4c(c2)OCO4)O3)cc1	-4.3	1.1	0.2	62.2
COc1ccccc1-c1ccc2c(c1)[C@H]1[C@H](CCN1C(=O)C1CCC1)[C@@H](CO)N2	16.4	6.7	-0.8	.
C/C=C/c1ccc([C@@H]2[C@H](CO)N(C(C)=O)C23CN(C(=O)c2ccncc2)C3)cc1	3.9	15.0	-0.5	.
CN1c2ccc(-c3cccc(F)c3)cc2[C@H]2[C@H](CCN2C(=O)c2ccc3c(c2)OCO3)[C@H]1CO	-27.2	5.2	-4.3	36.1
O=C(NC1Cc2ccccc2C1)[C@@H]1[C@@H](CO)[C@@H]2Cn3c(ccc(-c4ccccc4F)c3=O)[C@H]1N2	-5.4	-6.4	-2.1	36.1
COc1ccccc1C(=O)Nc1ccc2c(c1)OC[C@H](C)N(C(C)=O)C[C@@H](C)[C@H](OC)CN(C)C2=O	.	-29.4	0.8	?

# Next section:
SMILES,C diff HTS,Pf Dd2 inh,KDM4C inh,Tcruzi prolif
O=C(C1CC1)N1CC[C@@H]2[C@H](CO)Nc3ccc(C#Cc4ccc(F)cc4)cc3[C@@H]21,-19.2,-37.3,7.1,64.5
COc1ccc(NC(=O)Nc2cccc3c2O[C@@H](CN(C)C(=O)Nc2ccc(F)cc2)[C@H](C)CN([C@H](C)CO)C3=O)cc1,-3.6,7.4,-1.6,.
Cc1ccc(S(=O)(=O)N(C)C[C@H]2Oc3c(cccc3N(C)C)C(=O)N([C@H](C)CO)C[C@H]2C)cc1,-0.4,13.1,-0.1,-21.0
CCCC#Cc1ccc2c(c1)O[C@H](CN(C)C(C)=O)[C@@H](C)CN([C@H](C)CO)S2(=O)=O,5.1,-17.5,-0.2,49.4
CCNC(=O)C[C@H]1CC[C@H]2[C@@H](COc3ccc(NC(=O)c4ccc5c(c4)OCO5)cc3C(=O)N2C)O1,-4.4,-8.6,-0.7,14.6
CC(C)NC(=O)N1[C@@H]2c3ccc(-c4ccccc4F)c(=O)n3C[C@@H]2[C@@H](CO)[C@@H]1C(=O)NC1CCC1,-2.9,.,-0.7,15.2
COc1ccc(C#Cc2ccc3c(c2)[C@H]2[C@H](CCN2C(=O)CC2CC2)[C@@H](CO)N3)cc1,-1.8,-36.0,-2.9,90.8
COc1ccc(NC(=O)Nc2ccc3c(c2)C(=O)N([C@H](C)CO)C[C@@H](C)[C@H](CN(C)Cc2ccncc2)OCCCC[C@@H](C)O3)cc1,-1.4,-25.5,4.1,92.4
C/C=C/c1ccc([C@@H]2[C@@H](C#N)N(C(=O)NC3CCCC3)[C@@H]2CO)cc1,-6.8,29.1,-1.2,-1.8
Cc1noc(C)c1NC(=O)Nc1cccc2c1O[C@@H](CN(C)C(=O)NC1CCCCC1)[C@H](C)CN([C@@H](C)CO)C2=O,-1.1,-12.6,1.4,13.3
C[C@H]1CN([C@@H](C)CO)C(=O)c2cc(NS(=O)(=O)c3ccccc3)ccc2O[C@@H]1CN(C)Cc1ccc2c(c1)OCO2,5.2,2.9,2.2,37.4
O=C(C1CC1)N1[C@H](CO)[C@H]2c3ccccc3N(S(=O)(=O)c3ccc(F)cc3)C[C@H]21,-1.9,-17.0,0.6,2.1
CCCNC(=O)Nc1ccc2c(c1)C(=O)N(C)C[C@H](OC)[C@H](C)CN(S(C)(=O)=O)[C@@H](C)CO2,-7.0,8.9,2.1,.
Cc1noc(C)c1S(=O)(=O)Nc1ccc2c(c1)C(=O)N([C@H](C)CO)C[C@H](C)[C@@H](CN(C)C(=O)NC(C)C)OCCCC[C@@H](C)O2,-0.4,28.4,9.1,-124.0
C[C@@H]1CN([C@@H](C)CO)C(=O)c2cccc(NC(=O)c3nc4ccccc4s3)c2O[C@@H]1CN(C)S(=O)(=O)c1cn(C)cn1,.,-30.2,-0.3,86.2
COc1ccc2c3c([nH]c2c1)[C@H](CO)N(C)CC31CN(C(=O)C2CC2)C1,-9.9,46.5,0.5,.
C[C@@H]1CN([C@H](C)CO)C(=O)c2cccc(NS(=O)(=O)c3cccs3)c2O[C@@H]1CN(C)Cc1ccccc1,0.3,1.6,2.2,34.8
N#Cc1cccc(-c2ccc3c(c2)[C@H]2[C@H](CCN2C(=O)c2ccccc2F)[C@H](CO)N3)c1,-10.1,2.0,-1.2,21.1
C[C@@H]1CN([C@H](C)CO)C(=O)c2cc(NC(=O)Cc3ccccc3)ccc2O[C@@H](C)CCCCO[C@H]1CN(C)C(=O)NC1CCCCC1,-4.1,-48.5,-1.6,82.1
CCCNC(=O)C[C@@H]1CC[C@@H]2[C@H](COC[C@H](O)CN2C(=O)Nc2ccccc2OC)O1,.,-9.1,-1.4,-19.6
C[C@H](CO)N1C[C@H](C)[C@H](CN(C)C(=O)c2cc(Cl)cc(Cl)c2)OCc2ccccc2-c2c(n(C)c3ccccc23)C1=O,1.0,-86.7*,-2.3,.
C[C@@H]1CN([C@H](C)CO)C(=O)c2cc(NS(=O)(=O)c3ccc(F)cc3)ccc2O[C@@H]1CN(C)Cc1ccc(C(F)(F)F)cc1,-7.9,9.1,-2.7,68.9
CO[C@@H]1CN(C)C(=O)c2ccc(NS(=O)(=O)CC(F)(F)F)cc2OC[C@H](C)N(C(=O)NC(C)C)C[C@@H]1C,.,.,-0.2,54.6
Cc1noc(C)c1NC(=O)Nc1ccc2c(c1)C(=O)N([C@H](C)CO)C[C@H](C)[C@H](CN(C)S(=O)(=O)c1cccs1)O2,.,17.3,0.0,-33.0

# 3 entries from above, field by field.
CCCNC(=O)C[C@@H]1CC[C@@H]2[C@H](COC[C@H](O)CN2C(=O)Nc2ccccc2OC)O1
  C diff HTS: .; Pf Dd2 inh: -9.1; KDM4C inh: -1.4; Tcruzi prolif: -19.6

C[C@H](CO)N1C[C@H](C)[C@H](CN(C)C(=O)c2cc(Cl)cc(Cl)c2)OCc2ccccc2-c2c(n(C)c3ccccc23)C1=O
  C diff HTS: 1.0; Pf Dd2 inh: -86.7*; KDM4C inh: -2.3; Tcruzi prolif: .

C[C@@H]1CN([C@H](C)CO)C(=O)c2cc(NS(=O)(=O)c3ccc(F)cc3)ccc2O[C@@H]1CN(C)Cc1ccc(C(F)(F)F)cc1
  C diff HTS: -7.9; Pf Dd2 inh: 9.1; KDM4C inh: -2.7; Tcruzi prolif: 68.9

# Later entries.
SMILES,C diff HTS,Pf Dd2 inh,KDM4C inh,Tcruzi prolif
C[C@H](CO)N1C[C@H](C)[C@H](CN(C)C(=O)NC2CCCCC2)Oc2ccc(NC(=O)Nc3ccc4c(c3)OCO4)cc2CC1=O,2.8,-5.5,-0.9,13.5
C[C@H]1CN([C@@H](C)CO)C(=O)c2cc(NC(=O)C3CC3)ccc2O[C@H]1CN(C)S(=O)(=O)c1cccs1,-9.0,30.4,-0.7,17.2
COc1ccc2c3c(n(C)c2c1)[C@H](CO)N(Cc1nccs1)CC31CCN(CC2CCCC2)CC1,-0.3,-72.1,0.2,.
CN(C)C(=O)C[C@@H]1CC[C@@H](NC(=O)Nc2cccc(F)c2)[C@@H](CO)O1,1.9,12.5,2.8,.

# Screens as filed in PubChem.
